Screening results: PubChem BioAssay, National Center for Advancing Translational Sciences (NCATS)
TrxR1 substrate = qHTS Assay for Substrates of Mammalian Selenoprotein Thioredoxin Reductase 1 (TrxR1): qHTS; purified TrxR1 substrate turnover, NADPH consumption readout; hit rate 0.01% among 390,000; Potency, µM (top dose mostly 114 µM), for the others: at the highest dose activity change, negative = substrate turnover; Thioredoxin reductase 1, cytoplasmic (Rattus norvegicus), O89049; further: potency means the concentration at half of the fitted maximal effect; on the % scale 0 is the no-effect control and ±100 the full control effect; nearly all actives have a fitted effect of over 50% in size
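Rat TrxR1, dispensed at 90 nM, was prereduced with 400 uM NADPH (final) for 5 min at ~22 deg C, then incubated with compound 15 min before 400 uM selenite. A first-read NADPH fluorescence drop versus no-compound background flagged substrates.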
USP1-UAF1 inh = Inhibitors of USP1/UAF1: Primary Screen; Ubiquitin carboxyl-terminal hydrolase 1 (Homo sapiens), O94782; recombinant USP1/UAF1, Ub-Rhodamine cleavage fluorescence; Potency, µM (titrated, usually from 57.1 µM), without a hit: at the top dose activity change, negative = inhibition, actives largely listed as inhibitors; hit rate 0.23% among 390,000; AID 743255, 2014; further: potency means the concentration at half of the fitted maximal effect; on the % scale 0 is the no-effect control and ±100 the full control effect; nearly all actives have a fitted effect of over 60% in size; inactives centre near -12
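USP1/UAF1 complex at 1 nM was preincubated with compound for 15 min at room temperature, then Ub-Rho substrate (150nM final) was added. Fluorescence (480/540 nm) was read kinetically, 6 reads every 60 seconds.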
RXFP1 agonist = qHTS Assay for Agonists of the Relaxin Receptor RXFP1. hit rate 0.3% among 370,000. Relaxin receptor 1 (Homo sapiens), Q9HBX9. Potency, µM (series often up to 57.5 µM), for the others: at the top dose activation, usual class: activators. HEK293T-RXFP1 cAMP TR-FRET, 30 min; response scale: percent of porcine relaxin response, buffer zero; further: potency means the concentration at half of the fitted maximal effect; on the % scale 0 is the no-effect control and ±100 the full control effect; nearly all actives have a fitted effect of over 60% in size; many of its hits are not listed in these tables
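HEK293T cells stably expressing RXFP1 were pretreated with the PDE4 inhibitor Ro 20174, exposed to compounds for 30 min at 37C, lysed, and cAMP was read by TR-FRET. Data normalized to buffer (basal) and 29 nM porcine relaxin (100%).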
Vif-A3G inh = qHTS for Inhibitors of Vif-A3G Interactions: qHTS; DNA dC->dU-editing enzyme APOBEC-3G (Homo sapiens), Q9HC16; HeLa A3G-eYFP + Vif (tagged APOBEC3G with the HIV-1 protein that degrades it), YFP fluorescence, overnight; Potency, µM (titrated, usually from 46.1 µM), inactives show top-dose activity, negative = active, hits mostly inhibitors; hit rate 0.076% among 410,000; AID 602310, 2012;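 further: potency means the concentration at half of the fitted maximal effect; on the % scale 0 is the no-effect control and ±100 the full control effect; nearly all actives have a fitted effect of over 60% in size; hits raise eYFP signal because A3G escapes Vif-driven loss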
Target sequence (Q9HC16 whole entry, looked up): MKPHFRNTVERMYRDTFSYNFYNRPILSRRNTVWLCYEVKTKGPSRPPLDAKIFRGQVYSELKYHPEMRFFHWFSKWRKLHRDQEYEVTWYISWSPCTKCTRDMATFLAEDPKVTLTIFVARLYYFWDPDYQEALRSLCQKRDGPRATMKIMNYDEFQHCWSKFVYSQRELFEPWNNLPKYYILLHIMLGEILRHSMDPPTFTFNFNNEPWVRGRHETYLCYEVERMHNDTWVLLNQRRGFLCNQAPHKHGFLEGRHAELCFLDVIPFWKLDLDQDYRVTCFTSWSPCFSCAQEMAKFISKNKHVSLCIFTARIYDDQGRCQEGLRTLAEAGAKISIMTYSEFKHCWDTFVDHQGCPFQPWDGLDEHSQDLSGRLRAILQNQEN
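Read-out is eYFP fluorescence (Ex 488/Em 500-530) from Vif-expressing HeLa A3G-eYFP cells; more signal means A3G escaped Vif-mediated degradation. Cells plated overnight, compound pinned in, incubated overnight at 37 deg C.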
Vif-APOBEC3F blk = qHTS for Inhibitors of Vif-A3F Interactions: qHTS; HeLa A3F-eYFP + Vif (tagged APOBEC3F with the HIV-1 protein that degrades it), YFP fluorescence increase; Potency, µM (doses to about 46.1 µM), inactives show at the top dose activity, negative = active; hit rate 0.2% among 390,000; AID 602313, 2012; further: potency means the concentration at half of the fitted maximal effect; % of control where 0% means no effect; nearly all actives have a fitted effect of over 65% in size
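HeLa cells stably expressing A3F-eYFP plus Vif, plated and incubated overnight at 37 deg C, then exposed to compounds overnight at 37 deg C. Blocked degradation read as raised yellow fluorescence (Ex 488/Em 500-530).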
LDHA block = qHTS assay for inhibitors of human lactate dehydrogenase; L-lactate dehydrogenase A chain (Homo sapiens), P00338; purified LDHA, NADH/diaphorase-resazurin fluorescence; stronger effect = lower value; activity change, % (values are at about 110 or 230 µM); hit rate 0.15% among 480,000; AID 1347041, 2019; in the data active means activity change below about -30%; inconclusive means mostly about -25% to -30%;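 further: plate controls were DMSO wells for no effect and wells without enzyme for full effect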
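LDH5 2 nM; NADH 0.06 mM, pyruvate 0.2 mM; 200 mM Tris pH 7.4, EDTA, Tween-20; 5 min RT. Detection: diaphorase 0.133 mg/mL + resazurin 37 µM, fluorescence ex540/em590 at 0 and 20 min; normalized to enzyme-free and DMSO wells.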
mIDH1 inhibitor = qHTS for Inhibitors of mutant isocitrate dehydrogenase 1 (IDH1): qHTS; Isocitrate dehydrogenase [NADP] cytoplasmic (Homo sapiens), O75874; IDH1-R132H enzyme, NADPH consumption, diaphorase/resazurin fluorescence; Potency, µM (doses to about 76.6 µM), without a hit: at the top dose activity change, negative = inhibition, usual class: inhibitors; hit rate 0.093% among 390,000; AID 602179, 2012; further: potency means the concentration at half of the fitted maximal effect; on the % scale 0 is the no-effect control and ±100 the full control effect; nearly all actives have a fitted effect of over 65% in size
Target sequence (O75874 whole entry R132H, stated change not applied): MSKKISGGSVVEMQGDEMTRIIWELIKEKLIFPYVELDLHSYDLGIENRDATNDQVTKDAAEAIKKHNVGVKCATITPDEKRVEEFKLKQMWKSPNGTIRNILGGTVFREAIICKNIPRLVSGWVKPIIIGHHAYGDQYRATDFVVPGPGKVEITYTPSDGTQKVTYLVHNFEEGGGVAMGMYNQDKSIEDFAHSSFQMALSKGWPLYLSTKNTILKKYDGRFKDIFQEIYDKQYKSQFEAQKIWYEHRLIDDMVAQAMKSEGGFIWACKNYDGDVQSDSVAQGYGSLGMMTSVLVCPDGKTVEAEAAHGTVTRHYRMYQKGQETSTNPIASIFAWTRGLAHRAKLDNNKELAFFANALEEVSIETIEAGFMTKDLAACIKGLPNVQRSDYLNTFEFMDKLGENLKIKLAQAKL
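IDH1-R132H (0.5 ug/mL) preincubated 30 min with compound, then NADPH (0.016 mM) and alpha-KG (2 mM) added; 80 min at RT, pH 7.5. Remaining NADPH coupled via diaphorase/resazurin to fluorescence (540/590 nm); concentration-response curves normalized to no-enzyme control.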
PI4K2A block = qHTS for small molecular inhibitors of PI4K2A | Phosphatidylinositol 4-kinase type 2-alpha (Homo sapiens), Q9BTU6 | purified PI4K2A, ADP-Glo luminescence, 1 h; stronger effect = lower value | activity change, negative = inhibition, % at 76.9 µM | hit rate 0.13% among 420,000; in the data active means activity change below about -50%; inconclusive means mostly about -30% to -49%;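 further: -100% = wells without enzyme as full effect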
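In this quantitative HTS, ADP production by PI4K2A was quantified luminescently after 1 h at ambient temperature; 100 microM adenosine served as plate-quality control.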
GRP78 ERSR act = qHTS for Inducers of the Endoplasmic Reticulum Stress Response (ERSR) in Human Glioma: qHTS. U87-MG GRP78 promoter luciferase reporter, 16 h. Potency, µM, for the others: at the top dose activation, most hits filed as activators. hit rate 0.02% among 420,000. AID 602332, 2012; further: potency means the concentration at half of the fitted maximal effect; series mostly up to about 76 µM; % of control where 0% means no effect; nearly all actives have a fitted effect of over 35% in size
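ERSR induction read as luciferase luminescence (Bright-Glo, 10 min at room temperature) in stably transfected human U87-MG glioma cells exposed to compounds for 16 h, using GRP78 as sensor.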
Numbers without * were called inactive; ? = inconclusive; . = not tested or not shown; [ ] = dose if it differs, or a comment. Unless noted, the call rests on the fitted dose curve; in most records, active means well fitted curve in the direction sought with a large enough effect; inconclusive means small, poorly fitted or top-dose-only effect, or another doubt; inactive means no such curve, though single readings can be large; an effect the other way counts as inactive or inconclusive. Some of the compounds tested; rates above refer to the full screens.

Value order – TrxR1 substrate	USP1-UAF1 inh	RXFP1 agonist	Vif-A3G inh	Vif-APOBEC3F blk	LDHA block	mIDH1 inhibitor	PI4K2A block	GRP78 ERSR act
1	COC(C/C=C\C(=O)[C@H](C)OCc1ccccc1)OC
 : -3%	-24%	.	-5%	-19%	-2	-2%[38.3 µM]	2	-1%
2	COc1ccc(/C=C\c2onc(C)c2S(=O)(=O)N2CCC(C(=O)Nc3ccccc3OC)CC2)cc1
 : -2%	8%	1.2%	0%	0%	-5	3%	-6	-1%
3	Cc1cc(C(=O)CSc2nnc(N)s2)c(C)n1Cc1ccco1
 : 2%[57.1 µM]	-14%	2.1%	2%	10%	-2	6%	2	0%
4	CC(=O)c1cc(C#N)c(SCc2ccncc2)nc1C
 : 6%[57.1 µM]	-2%	4.1%	-2%	4%	-3	2%	0	-5%
5	S=c1[nH]nc(-c2ccccn2)n1/N=C/c1ccc(-c2ccccc2Br)o1
 : -6%	-22%	?	2%	0%	-3	19%	-1	-3%
6	COc1ccccc1NC(=O)NC1(C(=O)N2CCCCC2)CCCCC1
 : 5%	-10%	2.2%	5%	15%	-4	-3%	-1	-4%
7	Brc1cccc(CNc2nc3ccccc3n2CCN2CCCCC2)c1
 : 5%	-17%	1.0%	4%	-1%	0	5%	-5	-5%
8	Cc1ccc(NC(=O)COC(=O)Cn2c(C)csc2=O)cc1C
 : -8%	-6%	-2.6%	-1%	-1%	-11	22%	2	4%
9	OC(COCc1ccco1)CN1CCN(c2ccccc2)CC1 (centres undefined)
 : -1%	-17%	-0.6%	0%	-5%	?	5%	-1	-4%
10	CCN1CCN(C(c2ccc(C(F)(F)F)cc2)c2ccc3cccnc3c2O)CC1 (centres undefined)
 : 6%[57.1 µM]	?	2.2%	-27%	-29%	7	-1%	15	-10%
11	COc1cc(C(=O)N2CCN(S(=O)(=O)c3ccc(C)cc3)CC2)ccc1OCC(=O)N1CCOCC1
 : 1%	-20%	.	4%	1%	-1	2%	2	-3%
12	Cc1onc(C(N)=O)c1C(=O)Nc1ncc(C(F)(F)F)cc1Cl
 : 0%	-12%	3.1%	-7%	0%	-12	2%	3	-4%
13	Cc1ccc(CSc2nnc(-c3ccncc3)n2N)cc1
 : -21%[57.1 µM]	-15%	0.5%	1%	-11%	-4	1%	2	-1%
14	COc1cccc(-c2onc3ccc(C(C)=O)cc23)c1
 : 2%	-27%	0.0%	2%	9%	-1	0%	-9	5%
15	O=C(CN1CCN(C(=O)c2ccco2)CC1)Nc1cccc(S(=O)(=O)N2CCCC2)c1
 : 1%	-13%	1.2%	1%	-8%	-4	3%	-2	-3%
16	CC(=O)c1ccc(N2CC(C)(C)C2=O)cc1
 : -2%	2%	-2.7%	0%	0%	-9	-1%	5	-2%
17	COc1ccc(CCNC(=O)CSc2nnc(-c3cccc(C)c3)o2)cc1OC
 : -3%	-26%	0.1%	-3%	-5%	0	-4%	10	1%
18	On1c(-c2ccccc2)nc2ccc(Cl)cc21
 : 1%	-5%	-1.6%	1%	4%	-5	6%	-12	7%
19	CCOc1ccc(-n2c(=O)c3c4c(sc3n(CC(=O)NC(C)CC)c2=O)CCCC4)cc1 (centres undefined)
 : -4%	-24%	1.9%	2%	-12%	-13	0%	2	-1%
20	CCOc1ccc(NC(=O)CN(C)C(=O)c2ccc(COc3ccccc3)o2)cc1OCC
 : 0%	-16%	0.2%	1%	9%	-2	3%	-2	-2%
21	CC(=O)Nc1ccc(NC(=O)c2c(-c3ccccc3Cl)noc2C)cc1
 : 14%[57.1 µM]	-15%	-2.6%	-2%	-1%	-3	2%	4	3%
22	C[C@@H]1CN([C@@H](C)CO)C(=O)c2cc(NS(=O)(=O)c3cccs3)ccc2O[C@H]1CN(C)Cc1ccc(C(F)(F)F)cc1
 : -15%	-21%	.	-17%	4%	1	-18%	-1	?
23	Cc1cccc(CN2CCC(Oc3ccc(C(=O)N4CCCC4)cc3)CC2)n1
 : -3%	1%	-1.1%	0%	11%	3	1%	-4	-3%
24	O=C(Nn1cnc2ccccc2c1=O)c1ccc([N+](=O)[O-])cc1
 : 6%[57.1 µM]	-17%	-0.7%	1%	0%	-3	4%	-6	1%
25	CCCN(CC(=O)Nc1ccccc1OC)C(=O)CCC(=O)c1ccc(Cl)s1
 : -7%	-13%	2.0%	-8%	-1%	-3	-9%	5	-4%
26	Cc1ccc(C(=O)NNC(=O)c2ccc(S(=O)(=O)N3CCCCC3)cc2)cc1
 : 11%	-7%	.	-3%	?	-32*	-1%	-9	-4%
27	CCn1cc(CNC(=O)c2ccc(C)s2)cn1
 : -2%	-6%	1.5%	-3%	-7%	-1	0%	-2	2%
28	O=C(NCCSCc1ccccc1Cl)C1CCN(S(=O)(=O)Cc2ccccc2)CC1
 : 8%	-35%	11%	3%	-1%	-12	2%	-2	-1%
29	CCC1(c2ccccc2)NC(=O)N(CC(=O)Nc2ccccc2C(=O)NC2CC2)C1=O (centres undefined)
 : 1%	-25%	0.8%	2%	3%	1	2%	1	-5%
30	CC1CCN(c2cc(C#N)c(C#N)cc2[N+](=O)[O-])CC1
 : -7%	-14%	2.7%	-1%	-2%	-2	-2%	3	0%
31	COC(=O)c1ccc(/C=C/C(=O)c2ccc(OC)c(OC)c2)cc1
 : -5%	?	1.4%	-16%	-4%	-6	5%	4	?
32	Cc1ccc(C)c(OCC(O)CN2CCc3ccccc3C2)c1C (centres undefined)
 : -1%	-23%	-0.1%	1%	-13%	0	-6%	-8	-3%
33	Cc1onc(-c2c(F)cccc2Cl)c1C(=O)NC(=S)Nc1c(C)n(C)n(-c2ccccc2)c1=O
 : 3%[57.1 µM]	0%	2.3%	0%	12%	-2	4%	-1	-4%
34	Cc1cc(C)n(-c2nc3cc(Cl)c(Cl)cc3nc2Nc2ccc(F)cc2C)n1
 : 20%	?	2.3%	1%	-15%	-3	32%	2	-3%
35	CCC(=O)C1=C(c2ccc(F)cc2)N(C(=O)CC)n2c(nnc2-c2ccc(OC)cc2)S1
 : -1%[57.1 µM]	-8%	-2.4%	8%	1%	-12	-10%	-1	-4%
36	COc1ccc(CN2CCN(c3nc4ccccc4s3)CC2)cc1
 : 15%[57.1 µM]	-9%	2.5%	3%	-4%	-8	-2%	1	0%
37	CCCn1cc(S(=O)(=O)c2cccc(Cl)c2)c(=O)c2cc(F)c(N3CCN(CC)CC3)cc21
 : 29%	-17%	-1.9%	-3%	-7%	-6	-11%	-2	-2%
38	CC1(c2nnc(-c3cccc(Cl)c3)o2)CC(c2ccccc2)=NO1 (centres undefined)
 : -13%	-35%	.	2%	-8%	0	-2%[38.3 µM]	0	-3%
39	NC(=O)C1CCN(CC(=O)Nc2ccc3c(c2)OCO3)CC1
 : .	-12%	.	1%	-8%	-1	-2%	0	-2%
40	COc1cccc2sc(NC(=O)c3ccc(S(=O)(=O)N4CCC(C)CC4)cc3)nc12
 : 3%[57.1 µM]	-23%	-1.1%	0%	7%	-14	-1%	0	-2%
41	COc1ccc(-c2[nH]ncc2C2N=C(N)Nc3nc4ccccc4n32)cc1 (centres undefined)
 : 9%[57.1 µM]	-19%	1.7%	0%	-10%	-13	3%	2	-5%
42	Cc1ccc(CNC(=O)Nc2cc(C(=O)NCc3cccc(F)c3)ccc2N2CCCC2)cc1
 : -3%[57.1 µM]	-15%	1.3%	-11%	-2%	-2	9%	-2	0%
43	CCOC(=O)c1ccc2ncc(C(=O)OCC)c(Nc3ccc(N4CCOCC4)cc3)c2c1
 : -10%	-30%	-0.9%	-16%	-10%	3	4%	-4	-3%
44	CC(C)NS(=O)(=O)c1ccc(OCC(=O)Nc2ccc(F)cc2)cc1
 : -21%[57.1 µM]	-13%	0.4%	-1%	-16%	-2	7%	-9	5%
45	S=C(NCc1ccccn1)NN=Cc1ccccn1
 : -10%	-11%	.	-6%	-1%	-8	0%	-1	-1%
46	CC(C)CC(=O)n1nc(-c2ccco2)nc1NCc1ccc(Cl)cc1
 : 6%	-19%	-0.4%	4%	3%	-14	0%	-4	-1%
47	Cn1c(=O)c2c(ncn2CCOc2ccc(Br)cc2)n(C)c1=O
 : 1%	-14%	?	0%	2%	-5	5%	-1	-1%
48	NC(=O)C1CCN(C(=O)c2ccc(NC(=O)c3nsc4ccccc34)cc2)CC1
 : -1%[57.1 µM]	-15%	-2.0%	-4%	1%	-6	0%	10	-10%
